# bCat nuc transl: modulators of beta-catenin nuclear translocation, primary screen, imaging, HeLa cells, immunofluorescence, high-content. nuclear translocation activity, % at 5 µM. 0.3% of 190,000 active. AID 1665, 2009;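 active means nuclear translocation activity above 50% at 5 µM, with a well cell count of 50 or more; inconclusive means wells under 50 cells across six images, flagged as toxic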;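 further: per-cell ratio of nuclear to cytoplasmic median beta-catenin stain intensity; plate controls were DMSO negative control for no effect and GSK-3 inhibitor IX positive control for full effect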
#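 System: HeLa cells, endogenous beta-catenin; compound dosing: 5 µM primary single dose, 0.1% DMSO, 0.02–20 µM confirmation series; incubation: 24 h compound exposure at 37°C, 5% CO2; signal: beta-catenin immunofluorescence imaging with DAPI; evaluation: % activation, nuclear-to-cytoplasmic median beta-catenin signal ratio per cell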
# MT stabilize HCS: microtubule stabilizers in HeLa cells, primary screen, imaging, high-content imaging; 0.83% of 200,000 active; HeLa tubulin immunostaining HCS, 24 h; share of cells brighter than vehicle mean+2SD; AID 2205, 2009; % tubulin-high responders, % at 10 µM;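 active means plate Z-score above 3 for both tubulin-high and condensed-nucleus cell shares, with cell loss under 80%, at 10 µM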;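 further: anti alpha tubulin signal scored within the nucleus-defined area of each cell; some results filed as inactive read as strong as hits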
# Lipid droplet: inhibitors of hepatocyte lipid droplet formation, primary screen, imaging, high-throughput imaging, BODIPY stain | AML12 mouse hepatocytes, oleate lipid droplets | inhibition, % at 6.5 µM | 0.4% of 240,000 active;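 active means lipid droplet intensity inhibited by at least 50%, with more than 500 cells counted; inconclusive means wells with under 300 cells, treated as cytotoxic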
#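 Material – AML12 mouse liver cells · Also added – oleate loading, 100 µM · Compound dosing – 6.5 µM single-point dosing · Times – overnight treatment with compound plus oleate · Measured by – fluorescence imaging, 20x objective, two fields per well · Read-out – percent inhibition of filter-corrected integrated lipid droplet intensity per well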
# Dynein cargo inh: inhibitors of GR-EGFP nuclear translocation, primary screen, dynein cargo transport inhibitor project, imaging, high-content, 3617.4 mouse cells. test concentration mostly 20 µM; stimulated with dexamethasone, 1 µM; stronger effect = lower value. z-score, hits read low. 0.47% of 220,000 active;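 active means plate z-score of nuclear minus cytoplasmic receptor signal below a set negative limit, without overly bright fluorescence or cell loss, cut at about -3.5 in these data, passing the limit was not always enough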;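 further: z-score of nuclear minus cytoplasmic ring GR-EGFP intensity difference per well; some compounds called inactive have numbers as strong as hits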
#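 medium = tetracycline-free induction medium containing charcoal-stripped FBS | also added = 1.0 µM final dexamethasone stimulus | schedule = 48 h induction, 1 h compound, 30 min dex at 37 °C | technique = fixed, Hoechst-stained cells imaged at 10x for EGFP | measure = GR-EGFP nuclear translocation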
# Insulin prom up: insulin promoter activators in MIN6 cells, imaging, high-content screening, mouse beta cells; MIN6 insulin promoter-GFP reporter; stronger effect = higher value; 0.3% of 190,000 active; z-score at 5 µM; AID 1625, 2009;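 active means z-score above 3 at 5 µM with at least 500 cells counted in the well; inconclusive means wells under 500 cells, flagged as cytotoxic or low count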
# Myeloid diff 2: induction of myeloid progenitor differentiation, primary screen, cell-based, flow cytometry, MLPCN library; ER-HoxA9 myeloid progenitors, lysozyme-GFP differentiation; calls only at 10 µM; 1% of 360,000 active;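 active means normalized GFP-positive differentiation at or above the plate's own cutoff, the solvent-only control mean plus 3 SD; inconclusive means no clear call, values can overlap the other calls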;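 further: cells exposed to compound for four days before flow analysis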
# human PMI inhibition: inhibitors of human PMI, primary screen, biochemical, fluorescence intensity, coupled assay (AID 1209); Mannose-6-phosphate isomerase (Homo sapiens); purified PMI enzyme, coupled fluorescence intensity; higher % means a stronger effect; one-dose inhibition, % at 20 µM; IC50 in µM for titrated hits; 0.42% of 190,000 active; in the data active means inhibition above about 50%;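 further: plate controls were DMSO vehicle for no effect and wells lacking substrate for full effect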
# T cell HTS: modulators of CD8 T cell-vesicle binding, primary screen, mouse 2C CD8+ T cells, flow cytometry; 2C CD8+ T cell-vesicle binding; stronger effect = lower value; calls only at 7 µM; 0.068% of 330,000 active; AID 2052, 2009;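 active means response, share of CD8 T cells binding vesicles, and their 90th percentile fluorescence all below set limits, cut at about 80% in these data, passing the limit was not always enough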
#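 material = purified 2C TCR transgenic mouse naive CD8+ T cells | controls = Unloaded micro-vesicles (low), QL9 vesicles with 0.7% DMSO (high) | detection = cytometric PE anti-B7-1 and Alexa647 anti-CD8 signals after 1% paraformaldehyde fixation | incubation = binding step 1.5 h, 37 °C, antibody labelling 20 min, ice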
# TNAP activation fold: human TNAP enzyme activators, primary screen, biochemical, luminescent, no phosphate acceptor, uHTS (AID 1001); purified TNAP, luminescent activation assay, no phosphate acceptor; higher activation fold means a stronger effect; Alkaline phosphatase, tissue-nonspecific isozyme (Homo sapiens); 0.03% of 200,000 active; one-dose activation fold at 20 µM; EC50 in µM for titrated hits; in the data active means activation fold from about 3, or a potency from the dose series; inactive means the rest, 99 in 100 with activation fold below about 1.6; further: many of its hits are not listed in these tables
# Dynein cargo inh cytoplasmic EGFP: further read-out of Dynein cargo inh, marked with its call; z-score; measured here: cytoplasmic GR-EGFP intensity; stronger effect = higher value
# Dynein cargo inh nuclear GR-EGFP: further read-out of Dynein cargo inh, marked with its call; z-score; measured here: nuclear GR-EGFP intensity;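 lower value marks the stronger effect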
# Dynein cargo inh cell count: recorded beside Dynein cargo inh, whose call it bears; z-score; measured here: cell count per field
# Insulin prom up cell count: recorded beside Insulin prom up, whose call it bears; cell count; measured here: cytotoxicity, nuclei count;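 total cells summed across four imaged fields per well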
# Lipid droplet cells 6.5 µM: recorded beside Lipid droplet, whose call it bears; cell count; measured here: cell count, cytotoxicity flag;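 cells counted across two imaged fields per well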
# bCat nuc transl cell count 5 µM: recorded beside bCat nuc transl, whose call it bears; cell count; measured here: cell count, cytotoxicity flag
# T cell HTS vesicle-bound %: further read-out of T cell HTS, marked with its call; double positive events, %; measured here: CD8+ vesicle-bound cell fraction;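 binding gate set so that unloaded-vesicle control wells show 10% double positive cells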
# MT stabilize HCS Hoechst-high %: also measured in MT stabilize HCS; calls as there; % Hoechst-high responders; measured here: nuclear condensation Hoechst responders;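 share of cells brighter than vehicle mean plus two SD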
# MT stabilize HCS cytotoxicity %: second read-out of MT stabilize HCS, no call of its own (marks repeat the call); toxicity, %; measured here: cytotoxicity by cell density;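 0% = mean cell density of plate MIN control wells and 100% = no cells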
# Myeloid diff 2 GFP+ MAC1+ %: also measured in Myeloid diff 2; calls as there; GFP+ MAC1+ double positive, %; measured here: differentiation confirmed by MAC1 staining
# Numbers without * were called inactive; i = inactive; u = inconclusive; x = not tested or not shown. Rows are unselected; 3% or so of the library scored in one or more.
No.	Compound	bCat nuc transl	bCat nuc transl cell count 5 µM	MT stabilize HCS	MT stabilize HCS Hoechst-high %	MT stabilize HCS cytotoxicity %	Lipid droplet	Lipid droplet cells 6.5 µM	Dynein cargo inh	Dynein cargo inh cytoplasmic EGFP	Dynein cargo inh nuclear GR-EGFP	Dynein cargo inh cell count	Insulin prom up	Insulin prom up cell count	Myeloid diff 2	Myeloid diff 2 GFP+ MAC1+ %	human PMI inhibition	T cell HTS	T cell HTS vesicle-bound %	TNAP activation fold
1	O=C(COC(=O)C1=COCCO1)NC1CCCCCCC1	-3.1	1102	2.1	2.1	7.2	-7	693	-0.27	-0.2	-0.089	0.42	-0.23	1262	u	x	1%	i	57	1.1
2	Cc1ccc(-c2nc3sc(C#N)c(N)n3c(=O)c2C#N)cc1	2.3	1379	4.8	1.9	5.2	20	764	-1.3	2.7	-0.21	0.55	2.4	1508	i	0.3	2%	i	20	1
3	O=C(OCCN=C1NS(=O)(=O)c2ccccc21)C1CC(=O)N(c2ccc3ccccc3c2)C1 (stereo not drawn)	1.2	1043	2.1	1.6	5.8	4	801	0.34	0.13	0.37	-0.29	x	x	i	1.0	2%	i	27	1.1
4	CN1C(=O)NC(c2ccc(O)cc2)C2=C1CN(c1ccc(O)cc1)C2=O (stereo not drawn)	-2.0	1173	15	1.0	6.2	24	684	-0.22	-0.3	-0.41	0.84	-0.13	1197	i	0.2	-1%	i	46	1.1
5	Cc1onc(-c2ccccc2)c1C(=O)Nc1nc2c(s1)CCCC2	-0.5	1030	19*	13*	16*	0	655	0.32	-0.23	-0.047	-1.4	x	x	i	0.7	14%	i	39	1.1
6	Cn1cc(Br)c(C(=O)NNC(=O)c2ccc(Cl)cc2)n1	x	x	2.8	4.4	5.8	-15	553	-0.35	-0.31	-0.61	0.21	-0.05	1248	i	0.6	-1%	i	44	1.7
7	CCCc1ccc(-c2ccc(C(=O)O)cc2)nc1	-0.3	1043	4.2	1.0	11	-2	668	0.94	-0.2	0.8	0.43	0.21	1663	i	1.0	2%	i	25	1
8	CC(C)OC(=O)CSc1nnc2c3ccccc3n(C)c2n1	-0.7	1539	3.1	0.9	3.2	-3	716	1.1	-0.3	0.16	-0.46	0	1435	i	1.0	11%	i	47	1
9	Cc1csc(NC(=O)CSc2nnc3ncccn23)n1	-1.9	1202	2.6	4.3	9.7	x	x	-0.27	-0.24	0.092	0.51	0.74	1115	i	0.5	-5%	i	14	1.1
10	C(=N\Nc1nc(N2CCOCC2)nc(N2CCOCC2)n1)/c1ccco1	0.2	1557	2.8	2.0	2.3	-8	582	-0.17	-0.23	-0.18	0.42	0.22	1124	x	x	x	i	22	1.1
11	O=C(NCc1ccc(F)cc1Cl)C1CCN(S(=O)(=O)N2CCC3(CC2)OCCO3)CC1	0.3	1296	1.5	1.7	7.0	x	x	-0.053	-0.18	0.00065	0.45	-0.07	1574	i	4.8	-6%	i	26	1
12	Cc1nc2cc(-c3ccc(Cl)cc3)nn2c(NCCN(C)C)c1C	0.3	1528	1.8	1.5	9.0	0	604	1.1	0.23	0.84	0.24	-0.4	1195	i	2.4	14%	i	60	1.1

# An excerpt from above in order of their number in MT stabilize HCS Hoechst-high %, smallest number first.
cpd	Compound	MT stabilize HCS Hoechst-high %
3	O=C(OCCN=C1NS(=O)(=O)c2ccccc21)C1CC(=O)N(c2ccc3ccccc3c2)C1 (stereo not drawn)	1.6
11	O=C(NCc1ccc(F)cc1Cl)C1CCN(S(=O)(=O)N2CCC3(CC2)OCCO3)CC1	1.7
1	O=C(COC(=O)C1=COCCO1)NC1CCCCCCC1	2.1

# (next part)
No.	Compound	bCat nuc transl	bCat nuc transl cell count 5 µM	MT stabilize HCS	MT stabilize HCS Hoechst-high %	MT stabilize HCS cytotoxicity %	Lipid droplet	Lipid droplet cells 6.5 µM	Dynein cargo inh	Dynein cargo inh cytoplasmic EGFP	Dynein cargo inh nuclear GR-EGFP	Dynein cargo inh cell count	Insulin prom up	Insulin prom up cell count	Myeloid diff 2	Myeloid diff 2 GFP+ MAC1+ %	human PMI inhibition	T cell HTS	T cell HTS vesicle-bound %	TNAP activation fold
13	Cc1cc(C)cc(N(CC(=O)NCCSCc2ccco2)S(C)(=O)=O)c1	2.2	919	1.9	0.9	7.8	-7	642	-0.48	-0.21	0.042	0.079	0.48	1504	i	0.2	11%	i	35	1.1
14	O=C(Nc1ccc2c(c1)CCC2)c1ccccc1	1.3	1041	5.3	2.9	7.6	3	676	-0.87	0.037	-0.6	0.18	-0.91	1366	i	1.1	7%	i	45	1
15	Clc1ccc(-c2c[n+]3c(n2-c2ccccc2)SCC3)cc1	-0.6	1043	5.5	0.6	1.8	22	686	-0.24	-0.36	-0.26	0.81	-1.3	1038	i	2.5	-5%	i	25	1.1
16	CCOc1ccccc1-c1nc(-c2cccc(Br)c2)no1	1.6	1166	2.2	1.1	4.6	-6	738	-0.19	-0.49	-0.062	0.91	-1.2	837	i	4.8	9%	i	39	1.1
17	CC(C)OC(=O)NCCOC(=O)Nc1ccccc1Cl	-1.7	607	1.3	2.2	7.3	-2	742	-1.4	0.079	-0.044	0.13	x	x	i	0.4	4%	i	26	1.1
18	CCOc1ccc(NC(=O)c2sc(NC(C)=O)c(C(=O)OC)c2C)cc1	-2.0	955	1.5	1.1	0.5	1	676	0.6	-0.29	0.14	-0.63	0.08	1395	i	0.4	-6%	i	2	1.1
19	Cc1ccc(C)c(NC(=O)CN(C)C(=O)Cc2ccccc2)c1	-1.9	1028	3.7	1.2	8.2	-3	700	-0.73	-0.26	-0.35	0.36	0.16	1480	i	0.4	5%	i	8	1.2
20	O=C(CSc1nc2ccccc2o1)N1CCN(C(=O)c2ccco2)CC1	0.6	1061	1.8	2.1	4.8	-2	691	-1.2	-0.00084	-0.34	1.5	0.04	1858	i	0.4	-5%	i	34	1
21	Cn1c(C(=O)NCC2CCCO2)cc2oc3ccccc3c21 (stereo not drawn)	0.8	1204	6.9	2.5	5.3	-1	729	-0.069	-0.19	0.74	-0.16	-1.2	1206	i	0.9	10%	i	5	1.1
22	CC(=O)N1CCN(c2ccccc2NC(=O)COc2ccccc2C)CC1	0.1	1528	2.1	2.0	7.8	-4	722	0.44	-0.19	0.17	-1	-0.8	1585	i	0.6	4%	i	22	1.1
23	COc1ccc(C(=O)COC(=O)CCc2nc3ccccc3[nH]c2=O)cc1Br	0.1	1090	4.1	2.3	8.8	-7	699	-0.47	0.25	0.29	0.95	-0.01	1265	i	0.3	2%	i	65	1.1
24	CCCN1C(=O)CSC1=Nc1ccccc1	0.4	997	1.5	1.6	2.6	-8	735	-0.12	-0.22	0.44	-0.033	1.9	1466	i	0.3	-5%	i	50	1.1
25	Cc1cc(NC(=O)CS(=O)(=O)c2cn(Cc3cccc(F)c3)c3ccccc23)no1	1.8	1096	1.9	2.2	8.2	-9	793	-0.53	-0.37	0.055	0.026	-0.48	867	i	0.3	1%	i	12	1
26	CCC(SCC(=O)OC)C(=O)Nc1nnc(C(C)C)s1 (stereo not drawn)	x	x	3.1	3.8	13	x	x	-0.62	-0.28	-0.22	0.8	0.43	828	i	2.3	1%	i	25	1.1
27	Nc1cc(=O)[nH]c(SCC(=O)Nc2cccc(Cl)c2)n1	-1.9	1103	1.5	1.0	3.5	-5	781	1.8	0.32	1.8	-1.7	-0.74	932	i	0.4	-2%	i	30	1.1
28	CCC(=O)Nc1cc(C)c(NC(=O)CCc2ccccc2)cn1	1.6	1420	3.1	1.5	9.2	x	x	-0.62	-0.19	0.0063	-0.19	-0.42	1505	i	2.3	2%	i	25	1.1
29	Cc1ccc(NC(=S)NNc2ncc(C(F)(F)F)cc2Cl)c(C)c1	-2.0	1275	1.8	0.9	4.8	-12	697	-0.47	-0.23	0.42	1.5	-0.45	914	i	0.7	-13%	i	50	1.1
30	FC(F)(F)c1cccc(NC(=S)Nc2cccc(NC(=S)Nc3cccc(C(F)(F)F)c3)n2)c1	0.2	1299	x	x	x	-17	694	-1	-0.25	-0.59	1.3	-1.1	1058	i	0.0	x	i	55	x
31	Cc1cc(N2CCCCCC2)nc2ccc(F)cc12	x	x	2.4	1.4	0.7	x	x	1.3	-0.21	0.96	-1.3	x	x	i	1.6	x	i	31	x
32	COc1ccc(C)cc1-n1[nH]nnc1=S	-1.3	1078	1.7	2.0	3.0	31	684	-0.88	-0.32	-0.68	1	0.7	1264	i	0.1	15%	i	54	1
33	CCC1(C)Cc2c(sc3nnn(CC(=O)Nc4ccccc4C)c(=O)c23)CO1 (stereo not drawn)	2.0	1423	1.3	1.8	5.3	x	x	0.2	-0.2	0.63	0.29	0.21	1513	i	2.5	2%	x	x	1
